Assay outcomes from PubChem.
KAT2A inh: inhibitors of human GCN5L2 histone acetyltransferase. Q92830. Potency, µM (series often up to 58.9 µM), inactives show at the highest dose activity change, negative = inhibition, usual class: inhibitors. actives 0.21% (n = 390,000). GCN5L2 HAT assay, ThioGlo1 CoA-SH fluorescence. AID 504327
Target sequence (Q92830 whole entry, looked up): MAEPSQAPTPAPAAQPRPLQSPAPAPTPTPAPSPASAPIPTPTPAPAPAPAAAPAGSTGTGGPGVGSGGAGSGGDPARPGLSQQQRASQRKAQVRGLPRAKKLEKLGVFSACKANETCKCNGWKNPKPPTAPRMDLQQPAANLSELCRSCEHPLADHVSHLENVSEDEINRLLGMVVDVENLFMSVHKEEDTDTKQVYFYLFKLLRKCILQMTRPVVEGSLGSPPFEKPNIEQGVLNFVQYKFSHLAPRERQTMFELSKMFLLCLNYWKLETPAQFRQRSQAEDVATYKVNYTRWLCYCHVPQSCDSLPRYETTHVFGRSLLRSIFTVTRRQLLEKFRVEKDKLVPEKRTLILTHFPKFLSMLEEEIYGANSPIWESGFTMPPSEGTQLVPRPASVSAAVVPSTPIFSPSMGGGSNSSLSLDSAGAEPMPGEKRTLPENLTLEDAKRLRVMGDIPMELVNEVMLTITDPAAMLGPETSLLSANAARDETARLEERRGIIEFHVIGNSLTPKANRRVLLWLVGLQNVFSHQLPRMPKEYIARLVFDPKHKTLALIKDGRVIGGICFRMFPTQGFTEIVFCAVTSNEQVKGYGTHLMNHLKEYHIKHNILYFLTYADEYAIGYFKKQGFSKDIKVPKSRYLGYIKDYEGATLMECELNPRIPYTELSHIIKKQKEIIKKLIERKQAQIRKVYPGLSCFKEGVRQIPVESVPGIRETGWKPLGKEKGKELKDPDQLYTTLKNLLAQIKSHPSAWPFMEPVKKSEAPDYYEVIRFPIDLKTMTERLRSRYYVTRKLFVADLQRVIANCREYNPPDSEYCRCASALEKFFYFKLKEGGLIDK
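Preincubate 20nM GCN5L2 with compound 15 min, RT → add 50uM ThioGlo1 + 75uM H3(1-25) + 70uM acetyl-CoA → read fluorescence 0 and 20 min. Primary qHTS; fluorescent artifacts likely.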
TDP1 cell noCPT: qHTS for Inhibitors of human tyrosyl-DNA phosphodiesterase 1 (TDP1): qHTS in cells in absence of CPT; DT40 Tdp1-/- hTDP1 cells, no CPT, ATP luminescence, 48 h; Potency, µM (top dose mostly 46.2 µM), inactives show top-dose activity change, negative = growth inhibition, hits mostly inhibitors; actives 15% (n = 420,000); AID 686978, 2013; note: nearly all actives have a fitted effect of over 55% in size
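Luminescent ATP content (CellTiter-Glo) served as the growth readout. Knockout chicken DT40 cells expressing human TDP1 were exposed to compounds without camptothecin for a minimum 48 hr at 37 °C.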
TDP1 cell CPT: growth inhibition of DT40 Tdp1-/-;hTDP1 cells with camptothecin (screen for TDP1 inhibitors); chicken DT40 Tdp1-/-;hTDP1 cells + 20 nM CPT, ATP luminescence, 48 h; Potency, µM (titrated, usually from 46.2 µM), without a hit: at the highest dose activity change, negative = growth inhibition, actives largely listed as inhibitors; actives 12% (n = 420,000); AID 686979; note: nearly all actives have a fitted effect of over 55% in size
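Chicken DT40 Tdp1-/- cells stably complemented with human TDP1 were seeded at 400 cells/well in medium containing 20 nM camptothecin, exposed to pin-transferred compounds, and grown at 37 °C for at least 48 hr. Viability was read as ATP luminescence.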
* hit, by the source's call; ? = inconclusive; nt = not tested or not shown; & = joins results of further samples; [ ] = dose if it differs, or a comment. Calls come from the whole dose curve; as a rule, active = well fitted curve in the direction sought with a large enough effect; inconclusive = small, poorly fitted or top-dose-only effect, or another doubt; inactive = no such curve, though single readings can be large; an effect the other way counts as inactive or inconclusive. % is set by controls: 0 for no effect and ±100 for the full control effect; potency is the fitted concentration of half-maximal effect.

Below each compound – TDP1 cell noCPT	TDP1 cell CPT	KAT2A inh
- CCc1[nH]nc(C(=O)NC2CCCN(Cc3ccccc3F)C2)c1C (configuration not stated)
 : -8%	-22%	3%
- NC(=O)COc1ccc(NC(=O)c2ccccc2-c2ccccc2)cc1
 : 6%	-9%	-1%
- Cc1ccc([C@H]2C[C@H](n3cc(COC(=O)c4ccccc4)nn3)[C@@H](O)CN2C(=O)C2CCCCC2)cc1
 : ?	-9%	nt
- COc1ccc(-c2cc(-c3nnc(COC(=O)C4CC4)o3)c3ccccc3n2)cc1OC
 : 9.2µM*	?	?
- Cn1ncc(Br)c1C(=O)N1CCc2ccccc21
 : -21%	-3%	2%
- CCN(C[C@H]1N[C@@](CC)(C(=O)OC)[C@H]2C(=O)N(C)C(=O)[C@@H]12)S(=O)(=O)c1ccc(C(F)(F)F)cc1
 : ?	-9%	-3%
- COc1cc(C(=O)Oc2cccc(Nc3ncnc4ccccc34)c2)cc(OC)c1OC
 : 16µM*	23µM*	-2%
- COc1ccc(CC(=O)Nc2ccc(NC(=O)c3ccccc3F)cc2)cc1
 : -2%	-13%	-7%
- O=c1[nH]c(=S)[nH]c2c1C(C1CCCCC1)OC(C1CCCCC1)C2 (configuration not stated)
 : ?	?	nt
- O=C(/C=C/Nc1ccc(S(=O)(=O)Nc2ncccn2)cc1)c1ccc2ccccc2c1
 : -13%	-7%	-44%
- Cc1ccccc1NC1c2ccccc2C(=O)N1Cc1ccco1 (configuration not stated)
 : -30%	-8%	-3%
- COc1ccc(CNC(=O)CCCC(=O)Nc2cccc(Br)c2)cc1
 : -24%	-10%	-3%
- C[C@]12CCC3C(CC=C4C[C@@H](O)CC[C@@]43C)C1CCC2[C@]1(C)CCC(=O)O1 (some centres not stated)
 : ?	?	1%
- COc1ccc2cc(C3CC=C(COC(C)=O)CN3S(=O)(=O)c3ccccc3[N+](=O)[O-])n(C(=O)OC(C)(C)C)c2c1 (configuration not stated)
 : -9%	?	nt
- CCCn1c(=O)c2[nH]c(-c3ccc(OCC(=O)Nc4ccc(C(C)=O)cc4)cc3)nc2n(CCC)c1=O
 : -14%	18%	-20%
- O=C(NCC1(c2ccccc2)CCCC1)c1ccccc1
 : 12µM*	15µM*	1%
- COc1ccccc1C(=O)NC(=S)Nc1cccc2cc(O)ccc12
 : -23%	?	nt
- COc1cc(CNn2cn[nH]c2=S)cc(Cl)c1OCc1ccc(F)cc1
 : -76%	?	-7%
- O=c1onc(-c2ccc(Cl)cc2Cl)n1-c1cccnc1
 : -4%	5%	0%
- COc1ccc(-c2nnc(OCc3ccccc3)c3ccccc23)cc1
 : ?	?	-2%
- Cc1cc(C)n2cc(CSc3ncccc3C(=O)O)nc2n1
 : ?	0%	-2%
- O=C(CCn1c(=O)c2cccn2c2ccc(F)cc21)NCCc1ccc(Cl)cc1
 : 15µM*	?	-12%
- O=C(O)/C=C/C(=O)N1CCN(C(=O)/C=C/C(=O)O)CC1
 : -9%	0%	-1%
- CC(=O)N1N=C(c2ccco2)CC1c1ccc(Br)cc1 (configuration not stated)
 : -6%	5%	17%
- O=C(O)c1ccc(N/N=C/c2cn(-c3ccccc3)nc2-c2cccs2)cc1
 : ?	?	-23%
- Nc1ccccc1C(=O)N1O[C@@H]2C=C[C@H]1C2
 : ?	?	-18%
- COc1ccc(OC)c(NC(=O)Cn2c(CCC(=O)O)ccc2-c2cccs2)c1
 : 5%	5%	nt
- COc1ccc(C(=O)NC2CC3CCCC(C2)N3CC(C)C)cc1 (configuration not stated)
 : -6%	2%	-2%
- CCC(Sc1nc(C)cc(=O)[nH]1)C(=O)Nc1nc(-c2ccccc2)cs1 (configuration not stated)
 : -16%	?	-16%
- Cc1ccc2c(C)nc(N/C(N)=N/S(=O)(=O)c3ccc([N+](=O)[O-])cc3)nc2c1
 : ?	?	-3%
- C=CCC[C@H](Cc1ccc(F)cc1)C(=O)OC[C@@H](NC(=O)[C@H](CC=C)CC(=O)NCCO)c1ccccc1
 : ?	21µM*	0%
- O=C(Nc1cccc(S(=O)(=O)N2CCCCC2)c1)C1CC(=O)N(Cc2ccco2)C1 (configuration not stated)
 : 0%	4%	2%
- CCc1ccc(-c2nc(CN3CCC(C(=O)NCCc4ccc(Cl)cc4)CC3)c(C)o2)cc1
 : ?	-10%	-5%
- CCOc1ccccc1NC1=C(Cl)C(=O)N(Cc2ccccc2)C1=O
 : ?	?	0%
- COc1cc(/C=C/C(=O)OCC(=O)c2ccc(OC(F)F)cc2)ccc1O
 : 15µM*	?	-25%
- CCCn1cc(S(=O)(=O)c2ccc(CC)cc2)c(=O)c2cc(F)c(N3CCN(C)CC3)cc21
 : 26µM*	16µM*	-2%
- COc1ccccc1C(=O)NCCC(=O)NCCC12CC3CC(CC(C3)C1)C2
 : ?	?	-6%
- CCOC(=O)c1ccc(N2C(=O)c3n[nH]c(-c4cccs4)c3C2c2cccc(O)c2)cc1 (configuration not stated)
 : 21µM*	16µM*	-17%
- CCOC(=O)C1=C(C)Nc2nc(C)nn2C1c1ccc(C)cc1 (configuration not stated)
 : 0%	-4%	2%
- Cc1ccc(S(=O)(=O)NC(=O)Nc2nccs2)cc1
 : -25%	1%	-18%
- COC(=O)C1CCCCN1C(=O)c1cccc(OC2CCN(C(=O)C3CC3)CC2)c1 (configuration not stated)
 : -2%	2%	12%
- CCNc1ncc2nc(-c3ccc(OC)cc3)c(=O)n(C)c2n1
 : -6%	?	-22%
- CCOc1cc(/C=N/NC(=O)c2nn(C)cc2Br)ccc1OCc1ccccc1
 : 10µM*	15µM*	-12%
- NC1=CC(=O)C(=O)c2ccccc21
 : 16µM*	23µM*	nt
- COc1ccc(-n2ncc3c2CC(C)(C)CC3NC(=O)c2ccc(OC)o2)cc1 (configuration not stated)
 : -17%	?	1%
- O=C(COc1ccc(F)c(Cl)c1)NC(=O)NC1CCCC1
 : -11%	-5%	nt
- CC(C)(C)NC(=O)C1(C)CCC(=O)N1C1CC1 (configuration not stated)
 : 1%	10%	nt
- O=S(=O)(Nc1ccccc1N1CCCCC1)c1ccc(Cl)s1
 : 8.2µM*	10µM*	-6%
- COCCC(=O)Nc1ccc2c(c1)CN(C(=O)CSC)CC2
 : 3%	3%	-2%
- O=C(O)CSc1nc2ccccc2s1
 : 16%	14%	?
- O=C(NC(=S)N1CCOCC1)c1cn(-c2ccccc2)nc1-c1ccccc1
 : ?	?	-11%
- CNC(=O)c1ccc(-c2cc3onc(-c4ccccc4)c3c(=O)n2C)cc1
 : 23µM*	18µM*	-5%
- CC(OC(=O)c1cc2sccc2n1C)C(=O)NCc1ccco1 (configuration not stated)
 : -15%	-28%	-1%
- OC[C@H]1O[C@@H](n2cnc3c(Nc4ccccc4)ncnc32)[C@H](O)[C@@H]1O
 : 0%	6%	-4%&-8%
- O=C(CCc1ccccc1)NNC(=O)COc1ccc([N+](=O)[O-])cc1
 : 21%	-10%	-21%
- CN(C)Cc1c(C(=O)N/N=C/c2cccnc2)nnn1-c1nonc1N
 : 29%	-1%	-21%
- CCCCNC(=O)C(CC)n1c(SCc2cccc(F)c2)nc2ccncc21 (configuration not stated)
 : ?	10µM*	nt
- NS(=O)(=O)c1cccc(NC(=O)COC(=O)c2ccc(S(=O)(=O)N3CCOCC3)cc2)c1
 : 28%	-10%	nt
- O=C(c1cccc(S(=O)(=O)N2CCOCC2)c1)N1CCN(Cc2ccc3c(c2)OCO3)CC1
 : ?	?	2%
- N#CCn1cnc2sc(-c3ccccc3)cc2c1=O
 : 2%	8%	-9%

3 compounds from above, ordered by count of non-hydrogen atoms, rising.
Below each compound – TDP1 cell noCPT	TDP1 cell CPT	KAT2A inh
- O=C(O)CSc1nc2ccccc2s1
 : 16%	14%	?
- CC(OC(=O)c1cc2sccc2n1C)C(=O)NCc1ccco1 (configuration not stated)
 : -15%	-28%	-1%
- CCc1ccc(-c2nc(CN3CCC(C(=O)NCCc4ccc(Cl)cc4)CC3)c(C)o2)cc1
 : ?	-10%	-5%

Next records
Below each compound – TDP1 cell noCPT	TDP1 cell CPT	KAT2A inh
- Nc1nc(SCC(=O)NCc2ccccc2Cl)[nH]c(=O)c1NC(=O)c1ccccc1F
 : 4%	6%	-1%
- O=C(C1CCCCC1)N1CC(=O)N2CCc3ccccc3C2C1 (configuration not stated)
 : -12%&-11%	0%&4%	1%&2%
- CCc1nc(Nc2ccc3c(c2)OCO3)c2oc3ccccc3c2n1
 : 12µM*	21µM*	-8%
- CCS(=O)(=O)c1nc(S(=O)(=O)c2ccc(C)cc2)c(N2CCC3(CC2)OCCO3)s1
 : ?	-18%	-17%
- O=C(NCC1CC1)C1(C(F)(F)F)C/C(=C\Cc2ccccc2)CCCO1 (configuration not stated)
 : ?	?	nt
- CN(CC(=O)NCc1ccc2c(c1)OCO2)S(=O)(=O)c1ccc(F)cc1
 : -8%	20%	-6%
- N#Cc1c(N)c(C#N)c(-c2ccc(O)cc2)c2c1CCCC2
 : -9%	-16%	-7%
- CC(C)CC(=O)Nc1c(C(=O)N2CCN(Cc3ccccc3)CC2)oc2ccccc12
 : -8%	?	-1%
- O=C(CCn1c(=S)oc2ccccc21)NC1CCCCCC1
 : -8%	-3%	-9%
- Cc1ccc(NC(=S)NNC(=O)c2cn(C)nc2C)cc1
 : -1%	-14%	-12%
- O=C(CN1CCN(c2ccccc2O)CC1)Nc1ccc(S(=O)(=O)N2CCCCCC2)cc1
 : ?	?	-5%
- O=C(c1cc(-c2cccnc2)nc2ccc(Cl)cc12)N1CCN(S(=O)(=O)c2cccs2)CC1
 : 16µM*	?	?
- CCOc1ccc(NC(=O)CCC(=O)NNC(=O)Nc2ccc(Cl)cc2)cc1
 : 3%	1%	-6%
- O=c1c2c3c(sc2n2cnnc2n1-c1ccccc1)N(Cc1ccccc1)CCC3
 : ?	?	3%
- COc1ccc(-c2noc(-c3ccc(NCc4cccnc4)c([N+](=O)[O-])c3)n2)cc1OC
 : -15%	-18%	6%
- COc1cccc(NC(=S)N(CCCN2CCCC2)Cc2ccco2)c1
 : -5%	-11%	1%
- NCCNC[C@@H]1COC2(CCCCCCCCCCC2)O1
 : 23µM*	?	-11%
- Cc1noc(C)c1CSc1nnc(-c2c[nH]c3ccccc23)n1-c1ccc(Cl)cc1
 : ?	-16%	0%
- CN(C)c1ncc2nc(-c3ccc(F)cc3)c(=O)n(C)c2n1
 : 5%	0%	-5%
- COC(=O)c1ccccc1NC(=O)Cn1nc(C(F)(F)F)c2c1CCC2
 : ?	?	1%
- CCN(CC)CCCN=Cc1c(O)n(-c2cccc(C)c2)c(=O)c2ccccc12
 : -24%	?	-2%
- COc1ccc(OC)c2nc3c(cc12)CCC3
 : -1%	2%	?
- CCOc1ccc2nc(Cl)sc2c1
 : 26%	39%[activator]	-1%
- COc1cccc(NC(=O)Nc2nnc(CC(=O)Nc3ccccc3)s2)c1
 : ?	-20%	-10%
- COCCN(CCOC)S(=O)(=O)c1ccc(OC)cc1
 : -22%	-11%	2%
- CC(C)=CCc1cc([C@@H]2CC(=O)c3ccc(O)c(CC=C(C)C)c3O2)ccc1O
 : ?	?	nt
- O=C(CS(=O)(=O)c1ccc2ccccc2c1)N1CCCCCC1
 : -5%	?	-6%
- O=C1OC(c2ccccc2)(c2cc(Br)c(O)c(Br)c2)c2ccccc21 (configuration not stated)
 : ?	-18%	nt
- COc1ccc(CN(CCNC(=O)CCCCC(=O)NCCN(Cc2ccc(OC)cc2)C(C)C)C(C)C)cc1
 : ?	?	nt
- COc1ccc(NC(=O)C2(C)Cc3c(-c4cccc(C(N)=O)c4)ccnc3O2)cn1 (configuration not stated)
 : 2.3µM*	3.7µM*	nt

5 records picked at random from those above, as already listed:
Below each compound – TDP1 cell noCPT	TDP1 cell CPT	KAT2A inh
- O=C(CCn1c(=S)oc2ccccc21)NC1CCCCCC1
 : -8%	-3%	-9%
- O=C(c1cc(-c2cccnc2)nc2ccc(Cl)cc12)N1CCN(S(=O)(=O)c2cccs2)CC1
 : 16µM*	?	?
- COCCN(CCOC)S(=O)(=O)c1ccc(OC)cc1
 : -22%	-11%	2%
- O=C(CS(=O)(=O)c1ccc2ccccc2c1)N1CCCCCC1
 : -5%	?	-6%
- CN(CC(=O)NCc1ccc2c(c1)OCO2)S(=O)(=O)c1ccc(F)cc1
 : -8%	20%	-6%

Further compounds
Below each compound – TDP1 cell noCPT	TDP1 cell CPT	KAT2A inh
- N/C(=N\OC(=O)COc1ccc(Br)cc1Cl)c1ccncc1
 : -3%	-5%	-2%
- COc1ccc(-n2c(Cc3cccn3C)nnc2SCC(=O)Nc2ccc3c(c2)OCO3)cc1
 : 3%	18%	1%
- N#Cc1ccccc1/C=C/C(=O)N1CCOCC1
 : 0%	7%	2%
- CCOCCSc1c(C)cnc2c1c(=O)n(C)c(=O)n2C
 : -16%	-7%	-7%
- Cc1ccc(-c2c(C(=O)N/N=C/c3ccc(C)o3)nnn2-c2nonc2N)cc1
 : -27%	-7%	4%
